# All columns: NCI-60 one-dose screen, growth in % after 48 h at 10 µM unless noted; 100 = growth as untreated, 0 = no growth, -100 = all killed.
# UACC-62: UACC-62 melanoma; 5.4% of 81,000 active; AID 1794756
# BT-549: BT-549 breast cancer; 4.4% of 78,000 active
# T-47D: T-47D breast cancer. 5% of 79,000 active. AID 1794792
# MALME-3M: MALME-3M melanoma; 5.8% of 78,000 active; AID 1794766
# LOX IMVI: LOX IMVI melanoma; 7.4% of 79,000 active; AID 1794757
# UACC-257: UACC-257 melanoma; 4.4% of 78,000 active
# SK-MEL-2: SK-MEL-2 melanoma | 4.7% of 77,000 active
# HS 578T: HS 578T breast cancer; 4.1% of 78,000 active; AID 1794788
# Numbers without * were called inactive; . = no result given; & = joins results of further samples; [ ] = remark or other dose. Rule for the calls: active = growth percent below 10; inactive = the rest.
SMILES,UACC-62,BT-549,T-47D,MALME-3M,LOX IMVI,UACC-257,SK-MEL-2,HS 578T
Cc1onc(-c2c(Cl)cccc2Cl)c1C(=O)SC1=NC(C)N2C(SC(=O)c3c(-c4c(Cl)cccc4Cl)noc3C)=NC(C)N12 (configuration not stated),100,105,95,98,93,.,.,123
O=C(c1ccccc1)c1c(/C=C/c2ccc(Cl)cc2)nc2ccccc2c1/C=C/c1cccs1,87,99,95,99,94,88,103,106
NS(=O)(=O)c1ccc(N=Nc2sc(=O)[nH]c2S)cc1,82,86,86,87,92,94,90,88
O=C(NCc1ccccc1)Nc1ccc2cc3ccc(NC(=O)NCc4ccccc4)cc3nc2c1,96,104,85,111,101,108,124,95
COc1cccc(-c2nc3sccn3c2-c2ccnc(NCCN3CCCNS3(=O)=O)n2)c1,10.0*,113,95,24,35,65,86,105
CC(C)(CCc1ccccn1)C(=O)C(CCc1ccccn1)CCc1ccccn1,86,104,98,94,100,110,104,112
CC(=O)c1ccc2ccccc2c1,103,.,111,124,108,88,.,119
O=Cc1ccc([N+](=O)[O-])[nH]1,95,98,100,97,97,97,109,107
CC1CCCCC1CO (configuration not stated),104,109,98,109,111,104,110,116
O=C(O)c1cc2ccccc2o1,109,.,95,107,105,112,.,.
CSc1nc2nc3c(c(-c4ccccc4)c2c(=O)[nH]1)CCC/C3=C\c1ccccc1,95,112,97,118,.,115,95,110
CC(C)(C)OC(=O)c1cc2c3ccccc3oc(=O)c2c2nc3ccccc3n12,85,103,99,95,85,103,106,91
N#C/C(=C\c1ccc(N2CCOCC2)cc1)C(=O)Nc1sc2c(c1C#N)CCC2,89,96,92,96,97,96,.,77
COc1cc2cc(Sc3ccc(NC(=O)c4cccc(C(F)(F)F)c4)cc3)c(C)nc2cc1OC,102,119,95,105,103,100,89,99
COc1ccc([C@@H]2c3[nH]c4ccccc4c3CC3C(=O)N(C4CCN(Cc5c(F)cccc5F)CC4)CC(=O)N32)c(OC)c1 (some centres not stated),79[5.26 µM],30[5.26 µM],47[5.26 µM],68[5.26 µM],.,77[5.26 µM],75[5.26 µM],45[5.26 µM]

# Copied from the list:
# Reading for CC(C)(CCc1ccccn1)C(=O)C(CCc1ccccn1)CCc1ccccn1 under LOX IMVI: 100
# Reading for O=C(NCc1ccccc1)Nc1ccc2cc3ccc(NC(=O)NCc4ccccc4)cc3nc2c1 under MALME-3M: 111
# Reading for O=C(O)c1cc2ccccc2o1 under UACC-257: 112
# Reading for N#C/C(=C\c1ccc(N2CCOCC2)cc1)C(=O)Nc1sc2c(c1C#N)CCC2 under HS 578T: 77
# Reading for NS(=O)(=O)c1ccc(N=Nc2sc(=O)[nH]c2S)cc1 under MALME-3M: 87

# Other results follow.
SMILES,UACC-62,BT-549,T-47D,MALME-3M,LOX IMVI,UACC-257,SK-MEL-2,HS 578T
C=CCn1c(SCC(=O)Nc2ccc(/C(C)=N\O)cc2)nnc1-c1ccc(OC)c(OC)c1,65,96,86,91,69,96,92,82
COc1ccc(-c2cnnn2-c2cc(OC)c3c(c2)OCO3)cc1,27,35,50,34,18,60,22,5.5*
CSc1nnc2c3cc(Br)ccc3n(C)c2n1,100,106,.,.,97,97,104,116
Cc1cc(C)c(S(=O)(=O)NN)c(C)c1,87,108,.,98,97,106,105,112
CCN1C(=S)N(CC)C2Nn3c(s/c(=C4\C(=O)Nc5ccccc54)c3=O)=NC21 (configuration not stated),100,106,91,123,100,104,118,111
CNC(=O)c1cc(Oc2ccc3nc(NC(=O)c4ccc5ncccc5c4)sc3c2)ccn1,95,82,51,81,100,93,86,108
O=C(c1ccccc1)c1ccc[n+](CCc2ccccc2)c1,114,90,104,87,100,111,111,110
O=[N+]([O-])c1ccc(CO)cc1,99,105,88,99,99,.,118,99
O=C(Cc1ccc(/C=C/C(=O)c2ncc[nH]2)cc1)Nc1ccc(Cl)cc1,41,29,23,89,-37*,79,95,5.1*
N#Cc1ccc(C2SCC(=O)N2NC(=O)C(O)(c2ccccc2)c2ccccc2)cc1 (configuration not stated),88,104,88,100,103,.,100,99
N#Cc1c(-c2ccc(C(F)(F)F)cc2)cc(N2CC(O)C2)n2c1nc1ccccc12,34,38,36,-3.8*,53,52,.,18
Cc1c(C(C)C)cc(C(C)C)cc1C(C)C,101,110,83,113,99,101,116,101
S=C1SCCN1Cc1ccccc1,102&95,118&133,119&101,105&94,98&90,97&93,109&101,109&116
COc1ccc(/C=C\c2nc3ccccc3s2)cc1OP(=O)(O)O,42,44,41,71,42,83,22,15
C[N+](C)(C)CC(=O)N/N=C1/c2ccccc2NC1O (configuration not stated),104,100,110,96,98,114,120,136

# Gathered by group: the entries above with a nitro group on carbon.
SMILES,UACC-62,BT-549,T-47D,MALME-3M,LOX IMVI,UACC-257,SK-MEL-2,HS 578T
O=Cc1ccc([N+](=O)[O-])[nH]1,95,98,100,97,97,97,109,107
O=[N+]([O-])c1ccc(CO)cc1,99,105,88,99,99,.,118,99

# Additional entries:
SMILES,UACC-62,BT-549,T-47D,MALME-3M,LOX IMVI,UACC-257,SK-MEL-2,HS 578T
O=C1/C(=C/c2cc(Cl)cc(Cl)c2)Cc2cc(Cl)cc(Cl)c21,90,105,107,92,101,116,102,91
COc1ccc(C(=O)Nc2cccc(-c3cc(=O)c4ccccc4o3)c2)c(OC)c1OC,83,80,63,89,81,99,94,95
CC1(C)CC2(C)CC(=O)C1C(C(=O)O)C2C(=O)O (configuration not stated),102,116,95,110,101,107,.,102
N#Cc1nc(-c2cccs2)oc1NC1CCS(=O)(=O)C1 (configuration not stated),107,99,100,113,96,112,102,105
COc1cc2[nH]c(=O)c3c4ncccc4cn3c2cc1OC,88,101,92,152,80,98,110,82
COC(=O)C1CC(O)C(O)C(O)C1 (configuration not stated),101,104,103,94,108,118,113,.
CCCCCCCCCCCCCC1=NC(C)(C)CN1C(C)C,-71*,23,-22*,-49*,-74*,-58*,-66*,-28*
O=C1NC(=C(Cl)Cl)/C(=N/S(=O)(=O)NC2CCC2)N1,85,108,83,101,103,84,99,102
O=C(C[P+](c1ccccc1)(c1ccccc1)c1ccccc1)C[P+](c1ccccc1)(c1ccccc1)c1ccccc1,-80*,-89*,-45*,-87*,-87*,-82*,-80*,-5.4*
Cc1ncc(/C=c2\sc3n(c2=O)NC2C(N=3)N(C)C(=O)N2C)n1C (configuration not stated),92,91,101,81,97,97,102,102
CCNc1ccc2ccccc2c1N=Nc1ccc(N=Nc2ccccc2)cc1,73,120,85,128,93,123,65,110
O=C1/C(=C/c2ccc(Cl)c(Cl)c2)SC(=S)N1C1c2ccccc2Oc2ccccc21,.,80,67,105,94,90,112,100
O=C(Cn1nncc1CN1C(=O)CSC1=O)Nc1ccc(F)cc1F,97,111,111,100,96,109,109,94
Cc1cc([N+](=O)[O-])cc[n+]1[O-],113,115,108,98,99,97,110,113
CCCCCCCCCCCCNCc1ccccc1,94,102,106,102,90,107,104,97
CCCC(CC)N(c1ccc(OC)cc1)c1nc(-c2ccc([N+](=O)[O-])cc2)cs1 (configuration not stated),70,125,70,85,75,91,91,90
O=S(=O)(O)c1ccc(N=Nc2ccc(O)c3ccccc23)cc1,97,110,109,97,106,98,102,95
CCOC(=O)CC(c1ccccc1)N1CCCCC1 (configuration not stated),111,106,107,114,95,104,117,116
COc1cccc(Br)n1,117,102,101,99,107,101,88,101
CCOc1c(C#N)c(Nc2ccc(S(N)(=O)=O)cc2)c(C#N)c2nc(=O)nc(Nc3ccccc3)n12,81,90,95,89,45,100,102,110
COc1cc(C(=O)NNS(=O)(=O)c2ccc(C)cc2)cc(OC)c1OC,90,71,94,128,86,97,93,.
COC(=O)C1CCc2ccccc2C1=O (configuration not stated),83,98,101,90,.,100,92,.
CCOC(=O)c1nn(-c2ccccc2)c(=O)c2c(N)c(C(=O)OC)c(C(=O)OC)cc12,94,114,94,76,92,97,104,98
CCOC(=O)CN1/C(=N/c2sc3c(c2C(=O)OCC)CCSC3)SC(=O)/C1=C\C(=O)OC,95,95,67,101,90,96,98,87
Cc1ccc(-c2cc(Cc3cccs3)c(=O)n(Cn3cnc4nc[nH]c4c3=O)n2)cc1,95,100,97,.,97,107,.,103
Nc1ccccc1-c1cc2c(c3c1[nH]c1ccccc13)CCCCCC2,100,109,96,112,96,105,103,102
N#Cc1c(-c2ccccc2)cc(-c2ccccc2)n(CCCCC(=O)NO)c1=O,2.9*,53,9.7*,12,-55*,36,41,27
Cc1[nH]c2ccc([N+](=O)[O-])cc2c1C,109,107,97,99,100,101,94,99
CSc1nn2c(-c3ccc4ccccc4c3)ccnc2c1C#N,19,44,19,10,22,63,-7.8*,34
COc1ccc(/C=c2/nc3n(-c4ccccc4)c4n(n-3c2=O)N(N)/C(=N/N)NN=4)cc1,97,97,.,98,95,106,109,112

# Arranged by molar mass (low to high): part of the list above.
SMILES,UACC-62,BT-549,T-47D,MALME-3M,LOX IMVI,UACC-257,SK-MEL-2,HS 578T
COc1cccc(Br)n1,117,102,101,99,107,101,88,101
N#Cc1c(-c2ccccc2)cc(-c2ccccc2)n(CCCCC(=O)NO)c1=O,2.9*,53,9.7*,12,-55*,36,41,27
CCOC(=O)c1nn(-c2ccccc2)c(=O)c2c(N)c(C(=O)OC)c(C(=O)OC)cc12,94,114,94,76,92,97,104,98

# The list goes on.
SMILES,UACC-62,BT-549,T-47D,MALME-3M,LOX IMVI,UACC-257,SK-MEL-2,HS 578T
CCCCCCCCC(=O)OCCCC(CCC(CCC1CCCO1)OC(=O)CCCCCCCC)OC(=O)CCCCCCCC (configuration not stated),88,93,.,109,99,100,103,97
COc1ccc(NC(=O)CSc2nc3ccc(OC)cc3[nH]2)cc1,71,86,84,91,96,91,91,92
c1ccc2c(Nc3cccc4ccccc34)cccc2c1,24,63,65,50,53,80,39,63
COc1c(B(O)O)cc(F)cc1-c1nc2ccc3[nH]ncc3c2c2c1CCCC2,21,-35*,14,20,2.3*,20,19,-2.2*
C=CCNC(=S)NNc1cc(=O)[nH]c2ccc(Cl)cc12,99,96,100,102,98,105,104,94
CC(C)(C)OC(=O)N1Cc2cc3ccccc3nc2C1CO (configuration not stated),100,85,103,120,101,19,.,102
COc1cc(-c2ccc[nH]2)[nH]c1/C=C1\N=C(C)C(CC(=O)OCC(C)(C)C)=C1C,-83*,-88*,-59*,-76*,-88*,-81*,-60*,-25*
S=C(S)NCCc1c[nH]c2ccccc12,88,93,88,99,87,104,100,99
O=C1CCC(=O)N1CN1CCN(c2cc(=O)[nH]c3ccc(F)cc23)CC1,99,101,90,101,96,99,102,86
Cc1ccc(C(c2ccccc2C)C(Cl)(Cl)Cl)cc1 (configuration not stated),110,127,111,104,103,99,127,.
CC1=N/C(=C/c2ccccc2)C(=O)O1,101,.,108,124,99,86,115,98
O=c1nc(/C=C/c2ccc(Br)cc2)oc2ccccc12,98,91,89,97,92,98,101,108
CCC1([N+](=O)[O-])COC(c2ccc(C(C)C)cc2)OC1 (configuration not stated),97,101,60,.,100,109,92,112
C=C1C[C@@H]2NC(=O)C(=O)N(C(c3ccccc3)c3ccccc3)[C@H]2[C@]1(C#N)CC,91,111,94,104,96,100,96,109
O=C(Cn1c(=O)[nH]c2ccccc2c1=O)N1CCCCC1,92,91,99,94,92,93,94,107

# Two compounds picked at random from the list so far, as already listed:
SMILES,UACC-62,BT-549,T-47D,MALME-3M,LOX IMVI,UACC-257,SK-MEL-2,HS 578T
COc1cc(C(=O)NNS(=O)(=O)c2ccc(C)cc2)cc(OC)c1OC,90,71,94,128,86,97,93,.
CC1(C)CC2(C)CC(=O)C1C(C(=O)O)C2C(=O)O (configuration not stated),102,116,95,110,101,107,.,102

# New compounds follow
SMILES,UACC-62,BT-549,T-47D,MALME-3M,LOX IMVI,UACC-257,SK-MEL-2,HS 578T
Nc1cccc2c1C(=O)c1ccccc1C2=O,80,87,79,124,91,116,98,90
O=C(CN1CCN(c2cc3c(cc2F)c(=O)c(C(=O)O)cn3C2CC2)CC1)Nc1ccc(Cl)cc1,58&64,56,92&59,91&92,72&61,88&57,106&95,94&88
NC1=Nc2cc(OCCCN3CCCC3)c(OCC3CC3)cc2C12CCCC2,89,83,68,92,93,69,97,77
NC(Cc1ccc(O)cc1)C(=O)O (configuration not stated),106&97&97,95&79,104&101&86,118&102&87,96&100&97,77&100&98,135&97&105,108&98&103
Cc1ccc(S(=O)(=O)Nc2nc(Cl)c(C#N)c(-c3ccc(Cl)cc3)n2)cc1,68,.,79,77,72,85,98,91
C/C(=C\CCc1ccoc1)CC/C=C(\C)CCCNc1ccc(F)cc1,84,97,78,88,.,100,106,109
Nc1ccccc1/C=C1\Cc2ccccc2C1=O,87&90,126&115,75&79,129,96&84,119&107,116&100,90&92
O=C(O)c1nc2ccccc2[nH]1,97,111,90,106,96,114,97,112
CCCCS(=O)(=O)Nc1ccc(Cl)cc1,97,108,94,118,94,99,126,99
C=C(C)C(=O)O[C@H]1C[C@@]2(C)OC(=CC2=O)[C@H](C)[C@H](O)[C@H]2OC(=O)C(=C)[C@@H]21,52,69,22,48,58,67,43,95
Cn1cc(-c2ccc3cc(-c4ccc(CC(=O)Nc5cc(C(C)(C)C)nn5C)cc4)cnc3c2)cn1,-17*,-8.2*,-0.8*,-9.2*,14,13,-38*,-1.8*
COc1ccc(N=Nc2c(N)n[nH]c2N)cc1,104&96,104&106,97&96,112&101,114&111,110&98,98,125&112
CCn1c(Sc2nnc(NC(=O)CN3CCOCC3)s2)nc2c1c(=O)n(C)c(=O)n2C,100,120,100,108,100,108,109,97
CCCCCCn1c(-c2ccc(-c3nc(-c4ccc(Cl)cc4)no3)cc2)nc(-c2ccccc2)c1-c1ccccc1,100,124,103,102,99,112,110,102
CCOC(=O)C1c2cccc(O)c2CCN1C(C)=O (configuration not stated),98,100,92,96,100,105,105,98
CCC(=O)Oc1ccc2c(c1)CC[C@@H]1[C@@H]2CC[C@]2(C)C[C@H](OC(=O)CC)C[C@@H]12,49,60,84,80,77,.,75,60
COc1cccc(-c2nn(-c3ccccc3)cc2-c2ccnc(-c3cccnc3)c2)c1,87,99,77,83,87,117,87,120
CCOc1ccc(NC(=O)c2ccoc2COc2ccc(C)cc2)cc1,79,106,77,104,85,99,98,107

# Screens: PubChem BioAssay, NCI
